High-throughput results as filed in PubChem BioAssay.
SV40 large T antigen = SV40 large T antigen inhibitors, biochemical (AID 1903). SV40 large T antigen ATPase/helicase inhibition assay; higher % means a stronger effect. inhibition, % at 20 µM, or IC50 in µM where a hit was titrated. actives 0.39% (n = 310,000); in the data active = a potency from the dose series; inconclusive = inhibition mostly from about 32% at the one dose, without a potency; inactive = the rest, 99 in 100 with inhibition below about 32%; also: strong numbers were not always called active
Myeloid diff MLP = promotes myeloid progenitor differentiation; calls only at 10 µM; actives 1% (n = 360,000); ER-HoxA9 myeloid progenitors, lysozyme-GFP differentiation, flow cytometry;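 active = normalized GFP-positive differentiation at or above the plate's own cutoff, the solvent-only control mean plus 3 SD; inconclusive = no clear call, values can overlap the other calls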;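 also: cells exposed to compound for four days before flow analysis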
K1F lysis inhibition = inhibition of K1F phage lysis, E. coli UTI89, bacterial capsule biogenesis inhibitors, alamar blue (AID 488966); E. coli UTI89 K1F phage lysis, alamar blue, 2 h; higher % means a stronger effect; one-dose inhibition, % at 100 µM; IC50 in µM for titrated hits; actives 0.02% (n = 340,000);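 active = phage lysis inhibition, versus mean bacterial control, above a set limit; inconclusive = no clear call, values can overlap the other calls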;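 also: capsule biogenesis inhibitors block K1F phage lysis so surviving cells raise fluorescence; higher fluorescence means more inhibition of phage lysis; actives were called in the ten point dose series up to 300 µM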
Salmonella PhoP GFP = inhibitors of PhoP regulon expression, primary screen, Salmonella Typhimurium, GFP reporter (AID 1863); one-dose inhibition, % at 50 µM; IC50 in µM for titrated hits; actives 0.16% (n = 300,000); S. Typhimurium PhoP-regulated promoter GFP reporter, 4 h; higher % means a stronger effect;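 active = inhibition over 29.93%, a cutoff 3 SD above the screen mean, later confirmed by dose response; inconclusive = inhibition over 29.93% but no dose response follow-up; inactive = inhibition at most 29.93% or unconfirmed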;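 also: 0% = low Mg2+ inducing control and 100% = high Mg2+ repressing control; strong numbers were not always called active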
TNAP activation fold = stimulation of alkaline phosphatase TNAP activity – biochemical, luminescent, no phosphate acceptor, uHTS, primary screen (AID 1001) | purified TNAP, luminescent activation assay, no phosphate acceptor; higher activation fold means a stronger effect | activation fold at 20 µM; hits with a dose series show EC50 in µM | actives 0.03% (n = 200,000); in the data active = activation fold from about 3, or a potency from the dose series; inactive = the rest, 99 in 100 with activation fold below about 1.6; also: many of its hits are not listed in these tables
NTR1 agonist = NTR1-driven beta-arrestin-GFP spot formation – imaging, U2OS cells, high content, primary screen (AID 493036); agonist mode; activation, % at 20 µM; actives 0.17% (n = 330,000); P30989;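 active = activation at or above 40% of the spot to cytoplasm intensity ratio, with at least 20 cells analyzed; inconclusive = wells under 20 cells, flagged as cytotoxic or low count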;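 also: 0% = DMSO without peptide and 100% = 100 nM NTR1 peptide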
Target sequence (P30989 whole entry, looked up): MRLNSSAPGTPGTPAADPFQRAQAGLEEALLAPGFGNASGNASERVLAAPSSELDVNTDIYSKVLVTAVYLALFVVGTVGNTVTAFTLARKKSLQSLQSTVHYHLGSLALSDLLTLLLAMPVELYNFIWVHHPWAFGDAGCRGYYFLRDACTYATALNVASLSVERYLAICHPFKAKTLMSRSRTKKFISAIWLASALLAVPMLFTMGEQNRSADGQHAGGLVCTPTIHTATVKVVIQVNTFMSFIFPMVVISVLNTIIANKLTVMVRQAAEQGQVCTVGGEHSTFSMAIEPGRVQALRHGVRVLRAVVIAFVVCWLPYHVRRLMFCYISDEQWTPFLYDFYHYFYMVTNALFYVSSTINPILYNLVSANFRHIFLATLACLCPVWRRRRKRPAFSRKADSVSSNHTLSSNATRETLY
T cell HTS = T cell immune modulators affecting CD8 T cell-vesicle binding; 2C CD8+ T cell-vesicle binding, flow cytometry; stronger effect = lower value; AID 2052; calls only at 7 µM; actives 0.068% (n = 330,000);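 active = response, share of CD8 T cells binding vesicles, and their 90th percentile fluorescence all below set limits, cut at about 80% in these data, passing the limit was not always enough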
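Material: murine 2C transgenic CD8+ T lymphocytes / Also added: QL9-peptide-loaded Drosophila micro-vesicles bearing Ld, ICAM-1 and B7-1 / Schedule: binding step 1.5 h, 37 °C, antibody labelling 20 min, ice / Signal: flow cytometry, PE anti-B7-1 (FL2) versus Alexa647 anti-CD8 (FL8), PFA-fixed / Evaluation: percent CD8+ FL2 mean versus row control / Benchmarks: naked versus QL9-loaded vesicles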
MgcRacGAP inhibition = MgcRacGAP GTPase-activating activity inhibitors, confirmation, biochemical, ADP Hunter fluorescence. MgcRacGAP-stimulated Rac1 GTP hydrolysis, ADP Hunter fluorescence; higher % means a stronger effect; GST-tagged Rac1 F28L mutant substrate. inhibition, % at 30 µM; hits with a dose series show IC50 in µM. actives 0.6% (n = 340,000). AID 624330;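 active = first-screen hits whose inhibition reached a set limit at any dose in the follow-up dose series; inconclusive = inhibition above the set first-screen limit but never retested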;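 also: fluorescence reports GDP produced by GAP-driven GTP hydrolysis; strong numbers were not always called active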
RSV antiviral HEp-2 = RSV antiviral activity via CPE protection, HEp-2 cells, primary 10 µM value included (AID 2391); actives 0.13% (n = 310,000); CPE inhibition, % at 10 µM, or IC50 in µM where a hit was titrated; HEp-2 cells, RSV-induced CPE inhibition; higher % means a stronger effect; in the data active = a potency from the dose series; inconclusive = CPE inhibition mostly from about 23% at the one dose, without a potency; inactive = the rest, 99 in 100 with CPE inhibition below about 21%; also: strong numbers were not always called active
T cell HTS vesicle-bound % = recorded beside T cell HTS, whose call it bears; double positive events, %; measured here: CD8+ vesicle-bound cell fraction;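 binding gate set so that unloaded-vesicle control wells show 10% double positive cells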
NTR1 agonist cell count 20 µM = second read-out of NTR1 agonist, no call of its own (marks repeat the call); cell count; measured here: cell count, cytotoxicity flag
Myeloid diff MLP GFP+ MAC1+ % = second read-out of Myeloid diff MLP, no call of its own (marks repeat the call); GFP+ MAC1+ double positive, %; measured here: differentiation confirmed by MAC1 staining
Active calls of the source: *; i = inactive; ? = inconclusive; · = not tested or not shown; [ ] = remark or other dose.

SMILES	SV40 large T antigen	Myeloid diff MLP	Myeloid diff MLP GFP+ MAC1+ %	K1F lysis inhibition	Salmonella PhoP GFP	TNAP activation fold	NTR1 agonist	NTR1 agonist cell count 20 µM	T cell HTS	T cell HTS vesicle-bound %	MgcRacGAP inhibition	RSV antiviral HEp-2
C[C@@H](O)C1NC(=O)[C@H](CCCCN)NC(=O)c2cc([N+](=O)[O-])cc(I)c2NCCC[C@@H](C(N)=O)NC1=O (stereo not given in full)	4%	i	0.9	0.1%	2%	1	-0.6	68	·	·	0%	-0.1%
O=C(COC(=O)C12CC3CC(CC(O)(C3)C1)C2)Nc1ccc(Cl)cc1F	·	i	1.1	-0.2%[50 µM]	·	·	5.1	47	i	32	4%	0.3%
N#Cc1c(Nc2ccccc2)c(/C=N/N=C/c2ccccc2)c[nH]c1=O	16%	i	1.2	1.1%[50 µM]	-9%	1.2	5.5	58	i	49	3%	1.1%
COc1ccc(OCCCc2c(C)n[nH]c2C)cc1	7%	i	1.5	0.2%	6%	1.1	0.6	42	i	34	10%	0.2%
COCCNC(=O)c1ccc(N2CCCCC2)c(NS(=O)(=O)c2ccc(C)cc2)c1	19%	i	1.0	-0.2%	4%	1	0.3	37	i	23	9%	-1.6%
C#Cc1ccc([C@H]2C=C(C(=O)NCc3ccccc3)O[C@@H](OCC)[C@@H]2CCCO)cc1	7%	i	4.8	-1.9%	-2%	1.1	-1.1	40	i	21	-18%	5.7%
CCC(=O)NC(=S)Nc1ccc(NC(=O)c2ccc(Br)o2)cc1	6%	i	0.3	0.4%	7%	1.1	2.3	80	i	61	3%	0.0%
O=C(NC1CCN(Cc2ccccc2)CC1)C1CCN(S(=O)(=O)c2cccc3nsnc23)CC1	5%	i	0.9	2.0%	0%	1	1.2	57	i	56	3%	?
Nc1c(Cl)ncnc1NCCc1ccc(O)cc1	27%	i	1.6	0.7%[50 µM]	-3%	·	1.8	57	i	31	99µM*	-1.1%
COc1cc(/C=C(\C#N)c2nc3ccccc3[nH]2)cc(Br)c1OCc1ccccc1	-1%	i	1.4	-0.4%[50 µM]	-18%	1	6.6	31	i	61	6%	4.9%
COc1ccc([N+](=O)[O-])cc1NC(=O)C(C)Sc1ccccc1 (stereo not given)	12%	i	0.3	-5.5%	-17%	1.1	-1.0	59	i	59	7%	5.7%
COc1ccc(C=O)c2[nH]c3c(Cl)ncnc3c12	·	i	0.2	0.1%	·	·	2.0	83	·	·	10%	·
O=C(COC(=O)c1ccc(=O)n(Cc2ccccc2)n1)Nc1ccc2c(c1)OCCO2	1%	i	1.0	-0.2%	8%	1.1	-0.6	85	i	40	1%	1.3%
COc1ccc(NC(=O)CSc2nccn2-c2cccc(OC)c2)cc1	16%	i	0.9	0.2%	5%	1	-0.5	59	i	42	9%	2.9%
Cc1ccc(CNC(=O)C(=O)NCC2CCCN2S(=O)(=O)c2cc(C)ccc2C)cc1 (stereo not given)	9%	i	0.8	0.0%[50 µM]	-4%	·	0.8	72	i	36	3%	?
CCCc1nc2ccccc2c(=O)n1CC(=O)c1ccc(F)cc1	20%	i	0.3	-0.3%	11%	·	0.2	77	i	51	0%	1.4%
COC(=O)c1sc2ncccc2c1OCc1ccccc1Cl	18%	i	0.5	0.5%	-2%	1	7.6	77	i	52	5%	0.4%
CCOC(=O)c1c(S(=O)(=O)NCC(=O)NCc2cccc(C)c2)c(C)n(C)c1C	12%	i	4.2	0.1%	-6%	·	0.6	68	i	45	3%	0.8%
O=C(c1ccco1)N(Cc1ccccc1)c1cccc([N+](=O)[O-])c1	2%	i	0.6	0.0%	8%	1.1	-3.2	75	i	63	10%	1.8%
COC(=O)c1ccc2c(=O)n(CCCCCC(=O)NC(C)C)c(=O)[nH]c2c1	19%	·	·	0.6%	-6%	1.1	-0.3	51	i	55	0%	0.5%
Cc1cccc2sc(NNC(=O)c3cc(-c4cccs4)nc4ccccc34)nc12	-51%	i	1.2	-0.3%	6%	1.1	40*	30*	i	33	6%	0.3%
Nc1n[nH]c(N)c1N=Nc1ccc(Cl)cc1Cl	9%	i	0.1	-0.2%	24%	1.1	-0.6	69	i	56	15%	5.3%
C=CC(=C)CC(NC)c1ccccc1 (stereo not given)	9%	i	4.5	2.9%	4%	1.1	2.6	51	i	31	2%	0.3%
Cn1c(=O)c2c(SCC(=O)NCCc3ccccc3)nc(C3CC3)nc2n(C)c1=O	7%	·	·	·	-8%	·	0.0	53	i	33	·	0.1%
C=CCN1CCN(C(=O)CCc2ccccc2)CC1	8%	i	0.5	-1.3%	-2%	·	1.1	48	i	59	11%	0.1%
C=CCN(C(=O)CNC(=O)c1ccco1)C(C(=O)NC1CCCC1)c1cccs1 (stereo not given)	1%	i	0.2	-0.2%	9%	1.1	-0.6	34	i	53	7%	-0.9%
CCOC(=O)c1nc(S(C)(=O)=O)ncc1N1CCOCC1	-4%	i	1.6	1.8%	1%	1.1	0.1	45	i	50	6%	2.1%
COc1cccc(NC(=O)C2c3cc(OC)c(OC)cc3C(=O)N(C)C2c2cccnc2)c1 (stereo not given)	0%	i	2.0	-1.1%	-6%	1.1	-1.5	77	i	59	-6%	-0.3%
O=C(CN1CCC2(CC1)OCCO2)c1ccc2cc[nH]c2c1	2%	i	4.4	0.6%	-6%	1	1.2	65	i	39	17%	2.2%
CCOC(=O)CCc1c(C)c2ccc(OCc3cc([N+](=O)[O-])ccc3OC)cc2oc1=O	8%	i	0.5	0.0%	9%	1	1.9	39	i	55	14%	1.2%
COC(=O)C(Cc1ccccc1)NC(=O)c1ccc(C)cc1 (stereo not given)	6%	i	0.4	0.3%	2%	1.2	-0.1	91	i	53	5%	0.8%
Cc1sc2nc3n(c(=O)c2c1C)CCCCC3	-3%	i	0.7	-0.1%	1%	1.1	-0.6	41	i	29	9%	-0.1%
C=CCSc1nc2ccccc2n1S(=O)(=O)c1ccc(C)cc1	-3%	i	1.6	0.2%	12%	1	0.4	50	i	44	10%	18%
O=C1C2C3C=CC(CC3)C2C(=O)N1c1nccs1 (stereo not given)	12%	i	0.4	0.7%[50 µM]	-9%	1.1	-0.3	60	i	51	10%	-0.8%
COc1cccc(CN(C(=O)Cc2c[nH]c3ccccc23)C(C(=O)NC2CCCCC2)c2ccc(C)o2)c1 (stereo not given)	8%	i	1.4	-4.4%	1%	1.1	2.4	53	i	30	0%	18%
Cc1ccc(C(=O)N(Cc2ccc3c(c2)OCO3)Cc2nc3ccccc3c(=O)[nH]2)cc1	73%	i	1.7	2.6%	1%	1	0.2	64	i	15	5%	0.7%
O=C(Oc1ccc(F)cc1)c1cccnc1	12%	i	1.0	0.2%	4%	·	-0.9	81	i	17	·	0.3%
CC(C)(C)NC(=O)c1nc2ccccc2s1	-1%	i	0.4	0.1%	8%	1.1	0.6	54	i	33	11%	1.6%
CCN(C(=O)CSc1nc2ccccc2n1CCc1ccccc1)C1CCS(=O)(=O)C1 (stereo not given)	8%	i	0.5	0.3%	-3%	0.9	3.1	65	i	16	8%	-0.3%
CN1CCC(NC(=O)NC2CCCCC2)CC1	22%	i	0.5	0.1%	-15%	·	0.5	59	i	29	5%	0.8%
O=C(Cn1ccc2ccccc2c1=O)NCC(=O)N1CCCCC1	8%	i	0.6	0.3%	0%	·	2.8	48	i	45	5%	0.6%
Cc1nc(-c2ccc(Cl)cc2)sc1C(=O)O	12%	i	0.3	0.4%	-1%	1.1	2.6	64	i	14	5%	0.9%
NC(=O)/C(=C/c1ccco1)NC(=O)c1ccc(Br)o1	·	i	0.6	4.5%	·	·	3.8	45	i	35	9%	0.9%
CCCCCCNC(=O)CCCCCNS(=O)(=O)c1ccc(Br)cc1	9%	i	0.5	-1.1%	4%	1.1	1.9	44	i	14	-2%	0.3%
CC(=O)N1CCN(c2ccc(NC(=O)c3ccc([N+](=O)[O-])cc3)cc2)CC1	1%	i	0.7	-0.2%	9%	·	0.2	41	i	41	0%	3.4%
COc1cc2c(cc1OC)C(=O)N1[C@H]3c4cc(Cl)ccc4OC[C@@H]3[C@H](c3ccccc3)[C@]1(C)C(=O)N2	9%	i	0.7	3.1%	·	·	0.5	86	·	·	2%	1.5%
CCC1CCc2c([nH]c3ccccc3c2=O)O1 (stereo not given)	4%	i	0.2	-3.4%	3%	1.1	1.1	76	i	46	7%	-0.2%
O=C(CSc1nc2ccc(Cl)cc2[nH]1)NCc1ccco1	22%	i	1.0	-1.2%	2%	1.1	-0.5	83	i	57	10%	1.4%
CCOC(=O)c1c(C)cc(C)n2c1nc1ccccc12	14%	i	1.2	0.4%	-2%	1.1	-2.5	92	i	31	8%	6.3%

Reprinted at random: 4 records from the list, in no set order.
SMILES	SV40 large T antigen	Myeloid diff MLP	Myeloid diff MLP GFP+ MAC1+ %	K1F lysis inhibition	Salmonella PhoP GFP	TNAP activation fold	NTR1 agonist	NTR1 agonist cell count 20 µM	T cell HTS	T cell HTS vesicle-bound %	MgcRacGAP inhibition	RSV antiviral HEp-2
CCN(C(=O)CSc1nc2ccccc2n1CCc1ccccc1)C1CCS(=O)(=O)C1 (stereo not given)	8%	i	0.5	0.3%	-3%	0.9	3.1	65	i	16	8%	-0.3%
CN1CCC(NC(=O)NC2CCCCC2)CC1	22%	i	0.5	0.1%	-15%	·	0.5	59	i	29	5%	0.8%
O=C(Oc1ccc(F)cc1)c1cccnc1	12%	i	1.0	0.2%	4%	·	-0.9	81	i	17	·	0.3%
CCCCCCNC(=O)CCCCCNS(=O)(=O)c1ccc(Br)cc1	9%	i	0.5	-1.1%	4%	1.1	1.9	44	i	14	-2%	0.3%
